From PubChem BioAssay
HEK293 tox = cytotoxicity in counter-screen for GLP-1R inverse agonists; AID 624418; HEK293 cAMP-luciferase reporter cells, luminescence, 24 h; Potency, µM (doses to about 38.3 µM), for the others: at the top dose activity change, negative = inhibition, actives largely listed as inhibitors; 410,000 compounds, 0.13% hits;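 further: loss of luciferase light is scored as toxicity; potency means the concentration at half of the fitted maximal effect; on the % scale 0 is the no-effect control and ±100 the full control effect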
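Seeding density was 200 cells/uL; after overnight-length (12 h) culture, 23 nL compounds went on for 24 h at 37 °C. Readout used a luciferase detection reagent, luminescence taken after 12 min at room temperature.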
SW480 rerep = induces DNA re-replication in SW480 colon adenocarcinoma cells. SW480 DNA re-replication, Hoechst DNA content imaging, 48 h. Potency, µM (highest dose often 46.1 µM), without a hit: top-dose re-replication activation, hits mostly activators. 340,000 compounds, 1.8% hits; further: potency means the concentration at half of the fitted maximal effect; % of control where 0% means no effect; nearly all actives have a fitted effect of over 55% in size
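Image-based DNA-content assay: after two days of treatment, nuclei were labelled with the DNA dye Hoechst and imaged, and hits were compounds raising the count of nuclei showing high fluorescence intensity.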
MCF10A rereplic = induces DNA re-replication in MCF 10a normal breast cells; MCF 10A DNA re-replication, Hoechst nuclear intensity, 48 h; Potency, µM (highest dose often 46.1 µM), inactives show top-dose activity, positive = re-replication, actives largely listed as activators; 350,000 compounds, 2.9% hits; further: potency means the concentration at half of the fitted maximal effect; % of control where 0% means no effect; nearly all actives have a fitted effect of over 50% in size
HT1080 IDH1KD tx = HT-1080 IDH1 knockdown cell toxicity (counter line); 360,000 compounds, 2% hits; Potency, µM (doses to about 46.1 µM), for the others: at the top dose activity, negative = toxicity, most hits filed as cytotoxic; HT-1080 IDH1 knockdown viability, ATP luminescence, 48 h;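 further: potency means the concentration at half of the fitted maximal effect; 0% = DMSO wells and -100% = cell-free medium wells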
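CellTiter-Glo luminescence after 48 h compound exposure at 37 degrees C of IDH1-knockdown HT-1080 cells in 5% FBS RPMI. %Activity scaled between DMSO wells and cell-free media wells, with curves fitted and assigned curve classes.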
IL1B secr inh = inhibitors of inflammasome signaling (IL-1 beta secretion). THP-1 LPS/ATP IL-1B secretion, AlphaLISA, 16 h; stronger effect = lower value. AID 743279. activity change, % at 57.5 µM. 360,000 compounds, 4.7% hits; in the data active means activity change below about -50%; inconclusive means mostly about -30% to -49%; further: on the % scale 0 is the no-effect control and ±100 the full control effect
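Secreted IL-1B measured by AlphaLISA bead assay after 16 h compound exposure of THP-1 cells; compounds (final up to 57.5 uM) added 1 h before LPS (250 ng/mL) and ATP (1.25 mM) stimulation; lower signal means less secretion.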
KB-3-1 tox = kills parental KB-3-1 adenocarcinoma cells | KB-3-1 viability, CellTiter-Glo ATP luminescence, 72 h | Potency, µM (series often up to 46.1 µM), for the others: at the top dose activity change, negative = cytotoxic, actives largely listed as cytotoxic | 400,000 compounds, 1.4% hits | AID 1347075; further: potency means the concentration at half of the fitted maximal effect; on the % scale 0 is the no-effect control and ±100 the full control effect; nearly all actives have a fitted effect of over 60% in size
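Screening of KB-3-1 cells (DMEM, 10% FBS, phenol-red free) ran from lowest to highest compound concentration; after 72 h at 37 °C viability was read luminescently and curves fitted.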
KB-V1 MDR tox = kills drug-selected multidrug resistant KB-V1 cells. 400,000 compounds, 3.4% hits. KB-V1 MDR cells viability, CellTiter-Glo, 72 h. Potency, µM (doses to about 46.1 µM), without a hit: at the highest dose activity change, negative = cytotoxicity, usual class: cytotoxic. AID 1347076; further: potency means the concentration at half of the fitted maximal effect; on the % scale 0 is the no-effect control and ±100 the full control effect; nearly all actives have a fitted effect of over 60% in size
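Cytotoxicity via CellTiter-Glo luminescence after 72 h compound exposure at 37 degrees C. Cells: drug-selected KB-V1 line, DMEM phenol-red free plus 10% FBS. Compounds tested at multiple concentrations; normalized data fitted to concentration-effect curves.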
D3 ag = activates the human D3 dopamine receptor. P35462. D3R DiscoveRx beta-arrestin cells, luminescence, 90 min. max activation, %. 410,000 compounds, 0.58% hits. AID 652048; in the data active means max activation above about 30%; further: 0% is about no effect; mostly tested at two doses, the higher about 12 µM
Target sequence (P35462 whole entry, looked up): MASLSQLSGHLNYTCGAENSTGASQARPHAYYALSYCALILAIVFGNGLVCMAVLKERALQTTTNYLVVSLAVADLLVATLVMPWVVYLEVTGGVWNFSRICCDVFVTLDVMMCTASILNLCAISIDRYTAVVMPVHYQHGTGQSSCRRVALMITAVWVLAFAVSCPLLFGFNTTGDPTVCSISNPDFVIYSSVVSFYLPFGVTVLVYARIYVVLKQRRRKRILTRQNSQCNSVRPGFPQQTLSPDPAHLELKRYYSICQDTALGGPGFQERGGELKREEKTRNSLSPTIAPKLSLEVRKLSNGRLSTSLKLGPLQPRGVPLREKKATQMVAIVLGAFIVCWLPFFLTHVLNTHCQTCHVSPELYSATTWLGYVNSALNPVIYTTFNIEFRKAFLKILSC
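Cells at 1500/well, incubated overnight, then treated with pinned compounds (dopamine as control) for 90 min at 37 degrees C. DiscoveRx reagent added for 30 - 60 minutes at room temperature; luminescence read.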
HT1080-NT tox = kills 2HG-producing HT-1080-NT fibrosarcoma cells. 360,000 compounds, 1.6% hits. HT-1080-NT fibrosarcoma viability, CellTiter-Glo ATP luminescence, 48 h. Potency, µM (series often up to 46.1 µM), without a hit: at the top dose activity, negative = less viability, actives largely listed as cytotoxic;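 further: NT is the 2HG producing partner of a matched IDH1 knockdown line; potency means the concentration at half of the fitted maximal effect; 0% = DMSO-treated cells and -100% = media-only wells without cells; nearly all actives have a fitted effect of over 55% in size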
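Luminescent CellTiter-Glo readout after 48 hours of compound exposure at 37 degrees C defined viability of HT-1080-NT cells. Activity was normalized to DMSO wells and cell-free media wells; concentration-response curves were fitted and assigned curve classes.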
* marks the source's active call; other numbers are inactive results; ? = inconclusive; · = not tested or not shown; & = joins results of further samples; [ ] = remark or other dose. Unless noted, the call rests on the fitted dose curve; in most records, active means well fitted curve in the direction sought with a large enough effect; inconclusive means small, poorly fitted or top-dose-only effect, or another doubt; inactive means no such curve, though single readings can be large; an effect the other way counts as inactive or inconclusive.

SMILES	HEK293 tox	SW480 rerep	MCF10A rereplic	HT1080 IDH1KD tx	IL1B secr inh	KB-3-1 tox	KB-V1 MDR tox	D3 ag	HT1080-NT tox
COC(=O)Cn1cnc2c(nnn2-c2ccc(F)cc2)c1=O	3%	-3%	1%	8%	-4	10%	24%	2	20%
CC(C)c1ccc(C(=O)N2CCCN(C(=O)c3ccc(C(C)C)cc3)CC2)cc1	-18%	0%	-2%	-7%	-13	-19%	-25%	-2	-9%
COc1ccc(C(=O)Nc2nc(C)c(C(C)=O)s2)cc1S(=O)(=O)N1CCOCC1	-13%	9%	-2%	3%	-2	-14%	1%	0	6%
N#CCCN(C(=O)COc1ccc(F)cc1Br)c1ccccc1F	-9%	8%[1.84 µM]	?	4%	?	5%	0%	-19	7%
Cc1nc(COC(=O)c2c(C)nn(-c3ccccc3)c2C)cs1	-8%	-6%	22%	0%	-4	-15%	0%	2	-18%
CSc1nnc(Cn2c(=O)sc3ccccc32)n1-c1cccc(Cl)c1	-15%	2%	-1%	-4%	-3	3%	?	5	-1%[9.24 µM]
Fc1ccc(-c2ccc(Nc3cccc(F)c3)nn2)cc1	-12%	-4%	0%	8%	-3	-1%	11%	0	-1%
CN(CC(=O)NCc1ccc(Cl)cc1)S(=O)(=O)c1cccs1	0%	-6%	-5%	-3%	-2	-8%	?	4	-23%
CCCn1cnc2cc(NC(=O)c3cccs3)ccc21	5%	-1%	0%	8%	-11	-1%	0%	1	9%
COc1ccc(C(=O)c2ccc(N(C)C)cc2)c(OC)c1	?	4.5µM*	2.2µM*	2.5µM*	-9	5.6µM*	?	11	3.5µM*
O=C(c1cccc(F)c1)N1CCCc2ccccc21	22%	4%	0%	10%	21	7%	0%	5	7%
Cc1c(-c2ccccc2)c(P(=O)(N2CCOCC2)N2CCOCC2)c2ccccn12	6%	23%	-1%	17%	3	-14%	-10%	-13	1%
COc1ccc(-c2nc(-n3c(C)c(C(C)=O)c(C(C)=O)c3C)sc2C)cc1	-15%	4%	3%	-2%	-13	-9%	-15%	6	0%
COc1ccc(Br)cc1S(=O)(=O)n1ccnc1C	8%	-4%	8%	8%	0	-4%	?	-3	10%
CCc1ccccc1NC(=O)c1ccc([N+](=O)[O-])s1	3%	?	?	?	?	?	?	-7	?
Cc1cc(C)c(NC(=O)CSc2nncn3c2cc2oc(C)cc23)c(C)c1	7%	·	·	·	·	8%	23%	5	·
Nc1c(C(=O)Nc2ccccc2Br)sc2nc(-c3cccs3)ccc12	143%[activator]	·	·	·	·	-2%	-2%	9	·
O=C(NNS(=O)(=O)c1ccc(F)cc1)c1ccc([N+](=O)[O-])cc1	10%	-1%	-7%	0%	9	0%	12%	9	-13%
CC(O)[C@H]1CNC(=O)C(=O)N1CCc1cccc2ccccc12 (stereo partly drawn)	-23%	-6%	1%	10%	21	0%	14%	-1	8%
Cc1nn(CC(=O)NCC(C)c2ccccc2)c(=O)c2cccn12 (stereo not drawn)	5%	6%	2%	11%	9	1%	-11%	-10	8%
N#Cc1ccc(CSc2nnc(-c3cccc(S(=O)(=O)N4CCCCC4)c3)o2)cc1	-2%	2%	15%	-9%	-1	-2%	-8%	0	-10%
CCOc1ccc(N2C(=O)CC(NCC3CCCO3)C2=O)cc1 (stereo not drawn)	12%	3%	-4%	12%	0	7%	-12%	-13	5%
CN(C)c1ccc(CNC(=O)CN(C)S(=O)(=O)c2cccc3cccnc23)cc1	1%	0%	7%	1%	-4	-2%	-16%	5	20%
O=C(CNC(=O)/C=C/c1ccco1)N=Nc1c(O)[nH]c2ccccc12	2%	0%	6%	3%	2	5%	?	1	-1%
O=C(Nc1ccc2nc3n(c(=O)c2c1)CCCCC3)C(=O)N1CCN(c2ccccc2)CC1	1%	-6%	20%	-5%	10	1%	6%	3	0%
CCOc1ccc(-c2nc(N)ncc2-c2ccc(Cl)cc2)c(O)c1	-11%	-30%	?	-30%	-6	-1%	3%	12	?
Cc1oc(-c2ccc(Cl)cc2)nc1CSCC(=O)NCc1ccccc1Cl	3%	·	·	·	·	?	?	-6	·
CC(C)Oc1ccc(CN=C(N)N=C(N)N)cc1Cl	0%	21%	16%	?	-28	?	3%	-1	?
O=C(N/N=C/c1ccc(O)cc1O)C1CC1	3%	4%	-2%	-23%	3	-2%	-8%	-1	-1%
COc1ccc(OC)c(-c2cc(C(=O)N3CCN(c4ncccn4)CC3)c3ccccc3n2)c1	?	5%	2%	-1%	-10	-14%	?	10	-11%

Another view of 15 compounds above.
SMILES,HEK293 tox,SW480 rerep,MCF10A rereplic,HT1080 IDH1KD tx,IL1B secr inh,KB-3-1 tox,KB-V1 MDR tox,D3 ag,HT1080-NT tox
Cc1cc(C)c(NC(=O)CSc2nncn3c2cc2oc(C)cc23)c(C)c1,7%,·,·,·,·,8%,23%,5,·
Nc1c(C(=O)Nc2ccccc2Br)sc2nc(-c3cccs3)ccc12,143%[activator],·,·,·,·,-2%,-2%,9,·
O=C(NNS(=O)(=O)c1ccc(F)cc1)c1ccc([N+](=O)[O-])cc1,10%,-1%,-7%,0%,9,0%,12%,9,-13%
CC(O)[C@H]1CNC(=O)C(=O)N1CCc1cccc2ccccc12 (stereo partly drawn),-23%,-6%,1%,10%,21,0%,14%,-1,8%
Cc1nn(CC(=O)NCC(C)c2ccccc2)c(=O)c2cccn12 (stereo not drawn),5%,6%,2%,11%,9,1%,-11%,-10,8%
N#Cc1ccc(CSc2nnc(-c3cccc(S(=O)(=O)N4CCCCC4)c3)o2)cc1,-2%,2%,15%,-9%,-1,-2%,-8%,0,-10%
CCOc1ccc(N2C(=O)CC(NCC3CCCO3)C2=O)cc1 (stereo not drawn),12%,3%,-4%,12%,0,7%,-12%,-13,5%
CN(C)c1ccc(CNC(=O)CN(C)S(=O)(=O)c2cccc3cccnc23)cc1,1%,0%,7%,1%,-4,-2%,-16%,5,20%
O=C(CNC(=O)/C=C/c1ccco1)N=Nc1c(O)[nH]c2ccccc12,2%,0%,6%,3%,2,5%,?,1,-1%
O=C(Nc1ccc2nc3n(c(=O)c2c1)CCCCC3)C(=O)N1CCN(c2ccccc2)CC1,1%,-6%,20%,-5%,10,1%,6%,3,0%
CCOc1ccc(-c2nc(N)ncc2-c2ccc(Cl)cc2)c(O)c1,-11%,-30%,?,-30%,-6,-1%,3%,12,?
Cc1oc(-c2ccc(Cl)cc2)nc1CSCC(=O)NCc1ccccc1Cl,3%,·,·,·,·,?,?,-6,·
CC(C)Oc1ccc(CN=C(N)N=C(N)N)cc1Cl,0%,21%,16%,?,-28,?,3%,-1,?
O=C(N/N=C/c1ccc(O)cc1O)C1CC1,3%,4%,-2%,-23%,3,-2%,-8%,-1,-1%
COc1ccc(OC)c(-c2cc(C(=O)N3CCN(c4ncccn4)CC3)c3ccccc3n2)c1,?,5%,2%,-1%,-10,-14%,?,10,-11%

(next part)
SMILES	HEK293 tox	SW480 rerep	MCF10A rereplic	HT1080 IDH1KD tx	IL1B secr inh	KB-3-1 tox	KB-V1 MDR tox	D3 ag	HT1080-NT tox
COc1ccc(NC(=O)CSc2nccn2Cc2ccco2)cc1OC	-21%&19%	-1%	-7%	16%	35	-2%	-13%	0&-4	18%
CC1CCCC(C)N1C(=O)COc1cccc(Oc2ccccc2)c1 (stereo not drawn)	2%	27%	9%	-3%	-2	·	·	5	-8%
COc1ccc(C(CNC(=O)c2c(C)nn(Cc3ccc(C)cc3)c2Cl)N2CCOCC2)cc1 (stereo not drawn)	11%	26%	-3%	-5%	-82*	·	·	-21	-4%
COc1cccc(NC(=O)C(C)SCc2ccccc2)c1 (stereo not drawn)	-8%	2%[1.84 µM]	-12%	0%	15	-9%	?	13	4%
COc1ccccc1OCC(=O)Nc1ccc(S(=O)(=O)N(C)c2ccccc2)cc1	-11%	24%	3%	-10%	8	-3%	?	2	3%
CCn1c(SCC(=O)NNC(=O)c2ccc(OC)cc2)nnc1C(C)C	5%	-2%	-2%	10%	6	12%	15%	4	1%
CC(=O)Nc1cc(-c2nc3ccccc3s2)ccc1C	-1%	·	·	·	·	0%	9%	-24	·
Cc1cccc(N2CCN(C(=O)c3ccc(Nc4nc5ccccc5n5nnnc45)cc3)CC2)c1C	1%	·	·	·	·	11%	4%	-1	·
COc1ccc(CCNC(=O)C(=O)NCc2ccc(Cl)cc2)cc1OC	2%[7.66 µM]	2%	2%	-8%	2	10%	12%	2	-14%
CCc1nc2nc(C)c(NS(=O)(=O)c3ccc(F)c(C)c3)c(=O)n2[nH]1	1%	·	·	·	·	7%	10%	-3	·
CCOC(=O)N1CCC(NC(=O)c2cnn3c(C(F)(F)F)cc(-c4cccc(OC)c4)nc23)CC1	61%[activator]	15%	?	-1%	28	?	-17%	0	-18%
O=C(Nc1ccon1)c1ccccc1F	1%	1%	2%	-3%	-1	16%	0%	0	?
CCC(C)(C)NC(=O)CN(C(=O)CNS(=O)(=O)c1ccc(F)cc1)c1ccc2c(c1)OCCO2	-12%	-2%	-1%	-5%	5	0%	?	-9	-10%
O=C(NNC(=O)c1cc([N+](=O)[O-])ccc1Cl)c1cccnc1	1%	-12%	-9%	-8%	17	3%	-14%	12	-1%
Nc1c(Cl)c(Cl)nc(C(=O)OCC(=O)NCc2ccccc2)c1Cl	0%	-4%	0%	0%	32	0%	8%	1	16%
Cc1cccc(NCc2ccc([N+](=O)[O-])s2)c1	?	-130%[inhibitor]	?	-10%	-21	-8%	7%	2	-19%
